Screens as filed in PubChem.
HDAC3 inh: human HDAC3 inhibition. O15379. recombinant HDAC3, fluorogenic peptide/trypsin coupled, fluorescence. inhibition, % at 8.3 µM. 320,000 compounds, 0.15% hits. AID 2718; in the data active means inhibition above about 26%, passing the limit was not always enough
GSK3 alpha inh: human GSK-3 alpha kinase inhibition | P49840 | ADP-Glo luminescence, 60 min | inhibition, % at 10 µM | 320,000 compounds, 0.1% hits;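 in the data active means inhibition above about 50%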;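 further: GST-tagged GSK-3 alpha with peptide substrate and 25 µM ATP; 0% = DMSO neutral wells and 100% = GW8510 positive control wells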
Target sequence (P49840 whole entry, looked up): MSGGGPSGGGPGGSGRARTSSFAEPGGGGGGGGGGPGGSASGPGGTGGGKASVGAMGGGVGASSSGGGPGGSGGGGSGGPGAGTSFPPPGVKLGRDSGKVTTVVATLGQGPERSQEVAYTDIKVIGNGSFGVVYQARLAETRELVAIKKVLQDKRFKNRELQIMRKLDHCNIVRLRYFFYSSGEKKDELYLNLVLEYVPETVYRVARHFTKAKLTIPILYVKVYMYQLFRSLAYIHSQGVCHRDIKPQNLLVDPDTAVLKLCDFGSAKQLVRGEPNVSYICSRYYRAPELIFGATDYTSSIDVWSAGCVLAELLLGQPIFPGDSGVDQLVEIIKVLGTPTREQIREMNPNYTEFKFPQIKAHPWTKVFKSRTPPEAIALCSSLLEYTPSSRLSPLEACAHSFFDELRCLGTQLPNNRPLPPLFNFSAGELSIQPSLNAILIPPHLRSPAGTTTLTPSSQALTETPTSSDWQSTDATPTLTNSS
KCNK3 inh: human KCNK3 channel inhibition, primary screen. B-score at 10 µM. AID 602410. CHO-KCNK3 thallium flux, FluxOR fluorescence; active compounds read low. 340,000 compounds, 0.84% hits. O14649;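 active means B-score under library mean minus 4 SD, starting fluorescence ratio at most library mean plus 5 SD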;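 further: more negative B-score means stronger inhibition of thallium flux through KCNK3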
Target sequence (O14649 whole entry, looked up): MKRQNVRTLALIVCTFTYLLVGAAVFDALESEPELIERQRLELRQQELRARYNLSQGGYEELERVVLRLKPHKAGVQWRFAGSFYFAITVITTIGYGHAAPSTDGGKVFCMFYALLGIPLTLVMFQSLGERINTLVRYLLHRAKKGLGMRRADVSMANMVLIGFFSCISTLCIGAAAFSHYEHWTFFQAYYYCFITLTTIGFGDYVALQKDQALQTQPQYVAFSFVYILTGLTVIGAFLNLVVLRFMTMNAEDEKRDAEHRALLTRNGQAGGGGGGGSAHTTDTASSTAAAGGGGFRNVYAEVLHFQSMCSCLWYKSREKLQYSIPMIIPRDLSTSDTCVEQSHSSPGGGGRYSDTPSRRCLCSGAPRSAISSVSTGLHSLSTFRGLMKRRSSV
Dyrk1A ADPGlo: blocks rat Dyrk1A kinase activity; AID 504441; ADP-Glo luminescence, NFATc1 peptide; inhibition, % at 12.5 µM; 310,000 compounds, 0.43% hits; Q63470; in the data active means inhibition above about 50%;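 further: plate controls were vehicle with enzyme for no effect and no enzyme for full effect; many of its hits are not listed in these tables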
Active calls of the source: *; i = inactive; / = not tested or not shown. The list is partial; rates above refer to the full screens.

Structure	GSK3 alpha inh	KCNK3 inh	HDAC3 inh	Dyrk1A ADPGlo
C#CCOCCOCCOCCNc1nc(N2CCN(C(=O)[C@H](CCCN=C(N)N)n3cc(C(N)[C@@H](C)CC)nn3)CC2)nc(N2CCN(C(=O)[C@H](CO)n3cc([C@@H](N)C(C)C)nn3)CC2)n1 (some centres not stated)	0	i	-2	/
Cc1ccc(NC(=O)COC(=O)CN2C(=O)NC3(CCCC3)C2=O)cc1Cl	2	i	8	/
COc1ccc(N(C)S(=O)(=O)c2ccc(Cl)c(C(=O)NCC(C)(C)N3CCOCC3)c2)cc1	1	i	-1	/
CCC1CCC2(CC1)NC(=O)N(CC(=O)Nc1ccc(OC)c(Cl)c1)C2=O (configuration not stated)	-2	i	-3	/
O=C(COC(=O)c1ccc(S(=O)(=O)N2CCCC2)cc1)Nc1ccc(Cl)cc1	0	i	4	/
CN(C)CCCNC(=O)CC1C[C@H](C(=O)N2CCOCC2)[C@@]2(CCC3CCCC3)c3[nH]c4ccccc4c3CCN2C1=O (some centres not stated)	0	i	3	/
CS(=O)(=O)c1ccc(C(=O)OCC(=O)NCc2cccs2)cc1[N+](=O)[O-]	1	i	-5	/
NNC(=O)C1CC(O)CN1S(=O)(=O)c1ccc2ccccc2c1 (configuration not stated)	-3	i	-4	/
O=C(COc1ncnc2ccc(Br)cc12)NC1CCCC1	3	i	-1	/
Cc1sc2ncnc(N3CCN(S(=O)(=O)c4ccccc4)CC3)c2c1C	0	i	3	/
O=C(Nc1cccc(S(=O)(=O)N2CCOCC2)c1)c1ccc(N2CCCC2=O)cc1	0	i	-1	/
CCOC(=O)C1CCN(C(=O)COC(=O)c2ccc([N+](=O)[O-])o2)CC1	0	i	2	/
Cn1nc(C(=O)OCC(=O)Nc2ccccc2OC(F)F)c2ccccc2c1=O	-3	i	0	/
CC1CCC(NC(=O)CN2C(=O)NC3(CCCCCC3)C2=O)CC1 (configuration not stated)	2	i	-4	/
Cc1ccc(C(=O)N[C@H](C(=O)NC2CCCCC2)C(C)C)cc1	-2	i	0	/
O=C(Nc1cccc(Br)c1)c1ccc2c(c1)SC1=NS(=O)(=O)CCN12	3	i	-1	/
Nn1cnnc1SCC(=O)N1CCc2ccccc2C1	0	i	5	/
O=C(COC(=O)CNC(=O)c1ccccc1)NC(=O)NC1CCCCC1	0	i	-8	/
CC(C)Cn1c(N)c(C(=O)COC(=O)c2ccc(Br)cc2)c(=O)n(C)c1=O	-6	i	-1	/
COc1ccccc1C(=O)OCC(=O)Nc1cccc(S(=O)(=O)NC2=NCCCCC2)c1	-1	i	-7	/
CC(C)(O)c1cc2ccc(C#Cc3ccsc3)cc2c(=O)o1	-4	i	-9	/
Cc1cc(C(=O)CSc2ncnc3ccccc23)c(C)n1C1CC1	9	i	-12	/
O=C(NCC(c1ccco1)N1CCCC1)c1ccc(-n2cccn2)cc1 (configuration not stated)	-7	i	0	/
O=C(NCc1ccccc1)C1(CC2CC(c3ccccc3)=NO2)CCNCC1 (configuration not stated)	-3	i	2	/
Cc1onc(-c2ccccc2)c1C(=O)OCC(=O)Nc1ccc(C#N)cc1	23	i	4	/
COc1ccc(C(=O)C(C)OC(=O)c2sc(C)nc2C)cc1 (configuration not stated)	0	i	5	/
Cc1cnc(C(=O)OCC(=O)Nc2ccccc2-c2ccccc2)cn1	16	i	-4	/
COC(=O)[C@]1(C)N[C@H](CN(C)C(=O)c2ccc(C)cc2)[C@@H]2C(=O)N(Cc3ccccc3)C(=O)[C@@H]21	-1	i	-2	/
COc1cc2c(cc1O)CCN(C(=O)CSc1nncn1C)[C@@H]2C	-1	i	-8	/
O=C(c1cccc(S(=O)(=O)N2CCc3ccccc32)c1)N1CCc2ccccc2C1	0	-9.4*	2	/
CC(C)N(C(=O)[C@H]1CC(CC(=O)NCCN2CCOCC2)C(=O)N2CCc3c([nH]c4ccccc34)[C@]12C)C(C)C (some centres not stated)	0	i	2	/
O=C(CN1CCN(C(=O)c2cncn2-c2ccccc2)CC1)Nc1ccccc1Cl	-3	i	-2	/
COc1ccc(C(=O)NCC(=O)OCC(=O)Nc2ncc(Cl)cc2Cl)cc1[N+](=O)[O-]	-2	i	0	/
CC1CCCCC1NS(=O)(=O)c1ccc2c(c1)CCC(=O)N2 (configuration not stated)	2	i	-6	/
O=C(NCC(=O)N1CCCCC1)c1sc2ccccc2c1Cl	-2	i	2	/
CNC(=O)C(C)Sc1ccc(S(=O)(=O)N2CCOCC2)cn1 (configuration not stated)	-5	i	2	/
COc1cc(/C=C/C(=O)O)cc(S(=O)(=O)NNC(=O)c2cc(C)oc2C)c1OC	-1	i	2	/
Cc1ccc(NC(=O)C2=CC=CN3CCS(=O)(=O)N=C23)cc1	0	i	6	/
Cc1ccc(S(=O)(=O)CCC(=O)OCc2nnc(-c3ccccc3)o2)cc1	-4	i	2	/
CC1CN(S(=O)(=O)c2ccc(C(=O)N3c4ccccc4CC3C)cc2)CC(C)O1 (configuration not stated)	-2	i	-2	/
COc1ccc(C(CNC(=O)C2COc3ccccc3O2)N2CCCC2)cc1 (configuration not stated)	-3	i	-2	/
O=C(NC(=S)Nc1ccccc1OC(F)F)c1ccc2c(c1)OCO2	-2	i	-7	/
N#Cc1c(NC(=O)COC(=O)c2ccc(O)cc2O)sc2c1CCC2	-3	i	-1	/
CC1CCCN(CC(=O)NNC(=O)COc2ccc(Br)cc2)C1 (configuration not stated)	-4	i	-1	/
COc1cc2c(cc1OC)CN(C(=O)c1nn(Cc3ccccc3)c(=O)c3ccccc13)CC2	0	-9.3*	-2	/
O=C(OCC(=O)N1CCC(Cc2ccccc2)CC1)c1ccccc1F	3	i	-2	/
CCOc1ccccc1/C=C(\C(=O)O)c1ccc(S(=O)(=O)N2CCCCC2)s1	-5	i	5	/
O=C(NNC(=O)c1ccc(F)c(S(=O)(=O)N2CCOCC2)c1)c1ccc([N+](=O)[O-])cc1	-2	i	-6	/
CCN(CC)S(=O)(=O)c1cc(NC(=O)C2CSC3(C)CCC(=O)N23)ccc1C (configuration not stated)	0	i	-1	/
C=CCOc1ccc(CN(C)C(=O)c2ccc(CNS(=O)(=O)c3ccc(C)c(C)c3)cc2)cc1	-4	i	16	/

Other records follow.
Structure	GSK3 alpha inh	KCNK3 inh	HDAC3 inh	Dyrk1A ADPGlo
COc1ccc(CCNC(=O)c2cccc(S(=O)(=O)N3CCCC3)c2)cc1OC	-1	i	3	/
Cc1ccc2cccc(OCC(=O)NCCC3=CCCCC3)c2n1	-2	i	-22	/
O=C(CCc1nc(-c2ccc(F)cc2)no1)NCc1ccccc1CN1CCOCC1	7	i	3	/
Nc1ncccc1C(=O)OCC(=O)NC1CCCCCC1	-6	i	-15	/
CC(NC(=O)COC(=O)c1ccc2c(=O)n3c(nc2c1)CCCCC3)c1ccccc1 (configuration not stated)	1	i	-7	/
CC1CC(C)CN(C(=O)COC(=O)c2ccc3c(c2)OCO3)C1 (configuration not stated)	3	i	0	/
Cc1ccccc1-c1cc(C(=O)NCc2cccs2)n(CC2CC(c3cccnc3)=NO2)n1 (configuration not stated)	8	i	-7	/
O=C1N[C@@H](Cc2ccccc2)COC(=O)[C@H](Cc2ccc(F)cc2)C/C=C\C[C@H]1CC(=O)N(CCO)Cc1ccccc1	-1	i	19	/
O=C(O)COc1ccccc1C=NNC(=O)c1ccc(NS(=O)(=O)c2cccs2)cc1	-2	i	16	/
O=C(OCC(=O)N1CCc2ccccc21)[C@@H]1CC(O)CN1S(=O)(=O)c1ccc(Cl)cc1 (some centres not stated)	0	i	-2	/
Cc1nn(-c2ccccc2)nc1C(=O)OCC(=O)N1CCC(C)CC1	0	i	-10	/
CCOc1ccc(N(C)S(=O)(=O)c2ccc(C)c(C(=O)Nc3nnc(C4CC4)s3)c2)cc1	3	i	3	/
CC(C)N(C(=O)[C@H]1CC(CC(=O)NCCCN(C)C)C(=O)N2CCc3c([nH]c4ccccc34)[C@]12C)C(C)C (some centres not stated)	0	i	-4	/
COc1ccc(NC(=O)CSc2nnc3n2CCCCC3)cc1S(=O)(=O)N1CCOCC1	0	i	-1	/
CC1CCCN(C(=O)COC(=O)C2=COCCO2)C1 (configuration not stated)	0	i	-2	/
Cc1cccc(NC(=O)CNC(=O)c2cn(Cc3ccccc3)nc2-c2cccnc2)c1C	-2	i	-3	/
Cc1ccc(-n2ncc3c(=O)[nH]c(SCC(=O)NCC4CCCO4)nc32)cc1 (configuration not stated)	1	i	-2	/
COc1ccc2c(CC(=O)N3CCN(S(=O)(=O)c4ccc(F)cc4)CC3)coc2c1	-1	i	9	/
CSc1ccccc1NC(=O)COC(=O)/C=C/c1ccco1	2	i	0	/
O=C(c1cnn(C(=O)c2ccccc2F)c1)c1ccccc1O	23	i	-4	/

KCNK3 inh, what is marked active above
Structure	GSK3 alpha inh	KCNK3 inh	HDAC3 inh	Dyrk1A ADPGlo
O=C(c1cccc(S(=O)(=O)N2CCc3ccccc32)c1)N1CCc2ccccc2C1	0	-9.4*	2	/
COc1cc2c(cc1OC)CN(C(=O)c1nn(Cc3ccccc3)c(=O)c3ccccc13)CC2	0	-9.3*	-2	/

Next compounds.
Structure	GSK3 alpha inh	KCNK3 inh	HDAC3 inh	Dyrk1A ADPGlo
COc1ccc(C(CNC(=O)C2CC(=O)N(Cc3ccccc3)C2)N2CCOCC2)cc1 (configuration not stated)	-3	i	3	/
CCCc1cc(=O)[nH]c(SCC(=O)NC2(C#N)CCCCC2)n1	-1	i	-4	/
CC(C(=O)N1CCOCC1)c1ccccc1 (configuration not stated)	-4	i	0	/
CC(OC(=O)CNC(=O)c1ccc(Br)cc1)C(=O)NC1CCCCC1C (configuration not stated)	-2	i	-1	/
CN(C)CCCNc1oc(-c2ccc(Cl)cc2)nc1S(=O)(=O)c1ccccc1	1	i	4	/
O=C(COC(=O)c1ccc(Br)o1)Nc1ccc(F)cc1[N+](=O)[O-]	-2	i	11	/
Cc1c(C(=O)OCC(=O)NCCc2ccc(S(N)(=O)=O)cc2)oc2ccccc12	-2	i	-4	/
CN(C)S(=O)(=O)c1cc(C(=O)Nc2ccn(C)n2)c(Cl)cc1Cl	-2	i	1	/
O=C(CN1C(=O)NC2(CCCCC2)C1=O)N1CCOCC1	3	i	-6	/
CN(Cc1ccccc1)C(=O)CN1C(=O)NC2(CCCCCCC2)C1=O	3	i	-3	/
C=CCn1c(SC(C)C(=O)c2c(N)n(C)c(=O)n(C)c2=O)nnc1-c1ccoc1C (configuration not stated)	-1	i	1	/
Cc1cc(Cl)cc(C)c1OCC(=O)N1CCN(c2ncccn2)CC1	-3	i	9	/
Cc1nc(SCC(=O)NCC2CCCO2)c2c(C)c(C)sc2n1 (configuration not stated)	-4	i	1	/
COc1ccc(NC(=O)COC(=O)C23CC4CC(CC(O)(C4)C2)C3)cc1Cl	3	i	-8	/
CC(=O)OCC1=C(C(=O)O)N2C(=O)C(NC(=O)CC(C)c3ccccc3)C2SC1 (configuration not stated)	-2	i	-4	/
CCCCn1c(N)c(N(CCC(C)C)C(=O)C2CCCC2)c(=O)[nH]c1=O	0	i	2	/
CN(c1ccccc1)S(=O)(=O)c1cccc(C(=O)NCc2ccccc2)c1	-3	i	1	/
CC1CCCCC1NC(=O)COC(=O)COc1ccccc1F (configuration not stated)	0	i	1	/
COc1ccccc1NC(=O)C(C)OC(=O)CC1CCCCC1 (configuration not stated)	21	i	4	/
CSc1ncccc1C(=O)OCC(=O)N1CCCC1	0	i	1	/
COc1cccc(N2CCN(C(=O)c3cn(Cc4ccccc4)nc3-c3cccnc3)CC2)c1	0	i	1	/
COc1ccc(C(CNC(=O)C2CC(=O)N(Cc3ccccc3)C2)N2CCCC2)cc1 (configuration not stated)	1	i	-1	/
COc1ccccc1NS(=O)(=O)c1cccc(NC(=O)c2cncc(Br)c2)c1	3	i	3	/
O=C(COC(=O)/C=C/c1ccc(C(F)(F)F)cc1)NC(=O)NCc1ccco1	5	i	9	/
CCn1c(=N)c(C(=O)NC)cc2c(=O)n3cccc(C)c3nc21	/	i	/	-6
CCOC(=O)Cn1c(C(F)(F)F)nc2nc(Cl)c(Cl)nc21	/	i	/	-2
CN1C(=O)N(CC(=O)Nc2ccc(C(F)(F)F)cc2)C(=O)C12CCCCC2	/	i	/	-3
CC1CN=C(c2ccccc2)O1 (configuration not stated)	/	i	/	-7
O=C1OCCN1C(=O)[C@H]1[C@H](c2ccc(Cl)cc2)C(c2ccc(F)cc2)=NN1c1ccc(Br)cc1	/	i	/	4
Cn1nc(C(=O)N2CCN(S(=O)(=O)c3ccc(Cl)cc3)CC2)c2ccccc2c1=O	/	i	/	2
CCn1nc(C(=O)NCc2nnc3ccccn23)c2ccccc2c1=O	/	i	/	-2
CC[C@]12C(=O)N(C)C[C@H]([C@@H]3C(=O)N(C)C(=O)[C@@H]31)N2C(=O)c1ccc(Cl)cc1	/	i	/	6
Brc1cnc(OCc2ccccc2)nc1OCc1ccccc1	/	i	/	2
Cc1ccc(S(=O)(=O)N2CCOCC2)cc1C(=O)Nc1ccc(N2CCCCCC2)cc1	/	i	/	-8
COC(=O)c1cccc(F)c1C(=O)c1cccc2ccccc12	/	i	/	4
